# Epigenetic mod: epigenetic GFP locus derepression in mouse cells. 0.09% of 68,000 active. Potency, µM (top dose mostly 46.1 µM), for inactives: at the highest dose GFP derepression (activation). mouse C127i GFP locus derepression, cytometry, 30 h. AID 597; note: % of control where 0% means no effect
#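 Murine C127i mammary cells carrying a silenced, stably integrated CMV-driven GFP reporter were treated with compound for 30 hours at 37 C. After PBS washes, GFP-positive cells were counted by laser-scanning microplate cytometry.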
# BRCT inh red: BRCT-phosphoprotein interaction inhibition (red fluorophore). BRCT-phosphopeptide binding, red fluorescence polarization. Potency, µM (series often up to 76.9 µM), without a hit: top-dose activity change, negative = inhibition, usual class: inhibitors. 0.03% of 75,000 active; note: % is set by controls: 0 for no effect and ±100 for the full control effect
# Target sequence (P38398 whole entry, looked up): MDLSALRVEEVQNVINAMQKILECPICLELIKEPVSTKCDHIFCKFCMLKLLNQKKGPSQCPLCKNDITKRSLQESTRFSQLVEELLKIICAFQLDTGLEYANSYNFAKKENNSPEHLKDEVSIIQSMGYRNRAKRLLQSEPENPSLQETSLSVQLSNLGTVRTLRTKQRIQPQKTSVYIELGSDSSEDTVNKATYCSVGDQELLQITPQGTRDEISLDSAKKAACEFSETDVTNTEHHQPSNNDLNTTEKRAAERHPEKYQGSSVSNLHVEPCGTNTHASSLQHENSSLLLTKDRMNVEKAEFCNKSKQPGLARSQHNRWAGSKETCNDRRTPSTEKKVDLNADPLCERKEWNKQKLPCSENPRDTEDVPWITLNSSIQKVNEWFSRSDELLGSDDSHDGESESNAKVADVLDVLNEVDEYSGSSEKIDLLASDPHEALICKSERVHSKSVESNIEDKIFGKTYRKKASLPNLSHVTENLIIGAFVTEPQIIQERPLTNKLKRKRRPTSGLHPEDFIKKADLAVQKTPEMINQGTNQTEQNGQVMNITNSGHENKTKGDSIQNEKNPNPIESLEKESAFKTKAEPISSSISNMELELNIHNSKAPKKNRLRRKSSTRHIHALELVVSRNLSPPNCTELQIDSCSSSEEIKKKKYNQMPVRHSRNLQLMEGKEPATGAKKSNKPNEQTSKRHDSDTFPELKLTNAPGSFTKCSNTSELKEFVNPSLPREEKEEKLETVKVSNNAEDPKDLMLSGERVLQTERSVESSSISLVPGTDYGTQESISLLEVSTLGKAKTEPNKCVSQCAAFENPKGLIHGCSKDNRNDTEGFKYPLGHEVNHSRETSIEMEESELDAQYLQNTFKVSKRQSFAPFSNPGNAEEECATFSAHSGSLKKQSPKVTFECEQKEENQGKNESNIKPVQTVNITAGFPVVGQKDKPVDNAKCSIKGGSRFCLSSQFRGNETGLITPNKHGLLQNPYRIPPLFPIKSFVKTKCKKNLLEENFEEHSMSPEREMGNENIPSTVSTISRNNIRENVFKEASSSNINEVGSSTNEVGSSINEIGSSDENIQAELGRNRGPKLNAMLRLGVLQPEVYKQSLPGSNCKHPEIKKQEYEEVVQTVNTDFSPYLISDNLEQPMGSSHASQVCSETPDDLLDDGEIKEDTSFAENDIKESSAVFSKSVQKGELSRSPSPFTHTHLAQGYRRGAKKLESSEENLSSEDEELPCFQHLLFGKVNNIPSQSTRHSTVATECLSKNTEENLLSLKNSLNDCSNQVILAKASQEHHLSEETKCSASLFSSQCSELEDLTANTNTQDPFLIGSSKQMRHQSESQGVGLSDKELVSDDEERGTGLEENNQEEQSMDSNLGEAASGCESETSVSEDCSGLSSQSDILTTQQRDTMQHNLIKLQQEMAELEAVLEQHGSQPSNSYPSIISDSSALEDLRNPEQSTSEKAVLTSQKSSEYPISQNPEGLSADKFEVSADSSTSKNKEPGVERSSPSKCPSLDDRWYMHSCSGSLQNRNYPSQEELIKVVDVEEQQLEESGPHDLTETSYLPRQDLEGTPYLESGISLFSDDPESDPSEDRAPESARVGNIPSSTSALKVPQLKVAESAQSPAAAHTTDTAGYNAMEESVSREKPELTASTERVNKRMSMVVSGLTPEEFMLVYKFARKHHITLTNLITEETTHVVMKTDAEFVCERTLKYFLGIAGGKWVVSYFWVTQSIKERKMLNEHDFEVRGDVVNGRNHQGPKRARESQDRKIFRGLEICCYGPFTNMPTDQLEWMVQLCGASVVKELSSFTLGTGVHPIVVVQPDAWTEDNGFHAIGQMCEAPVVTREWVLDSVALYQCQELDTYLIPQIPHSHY
#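 Fluorescence polarization: 100 nM His-tagged BRCA1 BRCT with 100 nM TAMRA-labelled phospho-BACH1 decapeptide, phosphate buffer pH 7.3 with 150 mM NaCl, DTT, 0.01% Tween 20; 12 min RT. Binding inhibition seen as FP decrease.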
# 4MU fluor: compounds fluorescent in 4-MU spectral region; 11% of 59,000 active; compound autofluorescence, 340/450 nm, 4-MU equivalents; stronger effect = higher value; max dye-equivalent concentration, M; in the data active = max dye-equivalent concentration above about 10 nM; inconclusive = mostly about 1.1 nM to 9.6 nM
#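 Intrinsic fluorescence at 340/450 nm (ex/em) was read after 15 min at room temperature in pH 8.0, 100 mM Tris. Each compound concentration expressed as 4-MU-equivalent concentration from a six-point 4-MU standard series on each plate.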
# USP2a inh: inhibitors of human ubiquitin-specific protease USP2a; O75604; USP2a enzymatic assay, qHTS inhibition; Potency, µM (titrated, usually from 38.3 µM), inactives show top-dose activity change, negative = inhibition, usual class: inhibitors; 0.1% of 60,000 active; AID 927;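 note: potency is the fitted concentration of half-maximal effect; nearly all actives have a fitted effect of over 60% in size; plate controls were DMSO for no effect and NEM full inhibition control for full effect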
#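 Coupled readout: USP2-cleaved Ub-PLA2 (20nM final) turns over NBD C6-HPC (20uM final), Ex 460nm/Em 535nm after 2.5 h, time-zero read flagging artifacts. Enzyme (20nM final, pH 8.0 Tris) given 30 min RT with compound first; NEM defines full inhibition.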
# BRCT PPI green: inhibitors of human BRCA1 BRCT-phosphoprotein interaction (green fluorophore) | BRCA1 BRCT-phosphopeptide binding, green fluorescence polarization | P38398 | Potency, µM (highest dose often 76.9 µM), for the others: top-dose activity change, negative = inhibition, most hits filed as inhibitors | 0.05% of 75,000 active;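 note: potency is the fitted concentration of half-maximal effect; plate controls were peptide without protein for full effect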
#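 Compounds were incubated for 12 min at room temperature with a complex of 100 nM fluorescein-tagged pBACH1 decapeptide and 250 nM His-tagged BRCT protein. Buffer was phosphate pH 7.3 with EDTA, DTT and Tween 20. Disruption of binding lowers the polarization signal.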
# Ub-GFP proteasome: inhibits proteasome, raising ubiquitin-GFP reporter fluorescence; Ubiquitin-GFP reporter cells, proteasome inhibition, GFP fluorescence; response scale: untreated = 0%, 10 µM MG-132 = 100%; Potency, µM (series often up to 45.9 µM), for the others: at the top dose activation (GFP accumulation), actives largely listed as activators; 67,000 tested, under 10 active; AID 526; active = well fitted activation curve with a large enough effect, not every such curve was filed as active; inconclusive = small, poorly fitted or top-dose-only effect, or another doubt; inactive = no such curve, though single readings can be large or run the other way; note: potency is the fitted concentration of half-maximal effect
#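 Proteasome block read as GFP accumulation: ubiquitin(G76V)-GFP U2OS cells exposed to compound (2.9 nM–46 uM) for 4 hr at 37 C. Normalization used untreated cells as 0% and 10 uM MG-132 as 100%; concentration-response curves fitted.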
# Fluorescein fluor: compound autofluorescence in fluorescein spectral region; Compound autofluorescence, 480/540 nm, fluorescein-equivalent; stronger effect = higher value; AID 593; max fluorescein-equivalent concentration, M; 0.91% of 59,000 active; in the data active = max fluorescein-equivalent concentration above about 10 nM; inconclusive = between about 1.1 nM and that limit
#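 Compounds (23 nL) in 100 mM Tris pH 8.0, 15 min at room temperature, then fluorescence read at 480 nm excitation/540 nm emission. Signal converted to fluorescein-equivalent concentration from an on-plate fluorescein standard curve.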
# Caspase-1 inhib: allosteric or competitive inhibitors of human caspase-1. P29466. Caspase-1 enzyme, Ac-WEHD-AFC fluorogenic rate. Potency, µM (highest dose often 57.5 µM), inactives show at the highest dose activity change, negative = inhibition, usual class: inhibitors. 0.03% of 75,000 active;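 note: potency is the fitted concentration of half-maximal effect; plate controls were vehicle for no effect and no substrate for full effect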
# A350 autofl: A350 region autofluorescence; Compound autofluorescence, 340/450 nm, Alexa 350 dye-equivalents; stronger effect = higher value; max dye-equivalent concentration, M; 11% of 59,000 active; AID 590; in the data active = max dye-equivalent concentration above about 10 nM; inconclusive = mostly about 1.1 nM to 9.6 nM
# HEK293 cAMP ctrl: parental HEK293 cAMP activation (counter-screen); parental HEK293 CNG cAMP sensor, membrane potential fluorescence; Potency, µM (doses to about 57.1 µM), for the others: top-dose activation, usual class: activators; 2.5% of 73,000 active; AID 938; note: potency is the fitted concentration of half-maximal effect; % of control where 0% means no effect; nearly all actives have a fitted effect of over 55% in size
#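 Counterscreen for endogenous-receptor signalling: CNG-channel HEK 293 cells report cAMP rise by membrane depolarization. After 60 min dye equilibration with 100 uM RO 20-1724, compounds incubated 30 min before bottom-read fluorescence at 590 nm.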
# Caspase-7 inhib: blocks human caspase-7 allosterically or competitively. recombinant caspase-7, Ac-DEVD-AFC fluorescence rate. Potency, µM (top dose mostly 57.5 µM), for inactives: top-dose activity change, negative = inhibition, most hits filed as inhibitors. 0.02% of 75,000 active. AID 889; active = well fitted inhibition curve with a large enough effect in the main read-out, with a control signal flat, not every such curve was filed as active; inconclusive = small, poorly fitted or top-dose-only effect, or a change in a side signal; note: potency is the fitted concentration of half-maximal effect; % of control where 0% means no effect
# * marks the source's active call; other numbers are inactive results; i = inactive; ? = inconclusive; · = not tested or not shown; [ ] = remark or other dose. Unless noted, calls come from the whole dose curve; as a rule, active = well fitted curve in the direction sought with a large enough effect; inconclusive = small, poorly fitted or top-dose-only effect, or another doubt; inactive = no such curve, though single readings can be large; an effect the other way counts as inactive or inconclusive.
SMILES,Epigenetic mod,BRCT inh red,4MU fluor,USP2a inh,BRCT PPI green,Ub-GFP proteasome,Fluorescein fluor,Caspase-1 inhib,A350 autofl,HEK293 cAMP ctrl,Caspase-7 inhib
COc1ccccc1NC(=O)COC(=O)CNC(=O)c1ccc(OC)c(OC)c1,1.0%,0.7%,i,-0.9%,-0.9%,-3.1%,i,0.9%,i,0.1%,-1.0%
COc1ccc(C2(O)CCN(C(=O)Cc3cccnc3)CC2)cc1,0.0%,-0.4%,i,-0.6%,-0.3%,-3.4%,?,1.2%,?,-0.7%,-0.6%
CCOC(=O)c1ccccc1NC(=O)CC1SC(=NC)N(C)C1=O (stereo not drawn),0.3%,-3.0%,i,12.4%,0.6%,4.5%,?,-3.2%,?,?,-5.4%
O=C(OCc1cc2ccccc2[nH]c1=O)C1CCCCC1,2.2%,1.8%,?,8.1%,-1.3%,-5.0%,i,-2.6%,?,10.2%,-2.7%
O=C(Nc1cccc2ccccc12)c1ccc(Br)o1,0.0%,0.3%,·,11.8%,-3.2%,-13.9%,·,-1.2%,·,?,-2.9%
COc1ccccc1N1CCN(C(=O)c2cc3cc(Br)ccc3oc2=O)CC1,·,-3.2%,·,·,-1.1%,-2.2%,·,-5.5%,·,4.0%,0.0%
CCOC(=O)N1CCC(NC(=O)c2ccc(CNS(=O)(=O)c3ccc(F)cc3)cc2)CC1,4.7%,1.6%,i,2.7%,1.3%,3.4%,?,-2.1%,i,9.0%,-0.9%
N#CC1=C(N)Oc2n[nH]c(-c3ccccc3)c2C1c1cccnc1 (stereo not drawn),-1.0%,-2.1%,i,2.7%,-0.5%,-10.4%,i,-1.3%,i,6.4%,-1.5%
CC(=O)N1CCN(CCN(CC2C(C)C=C(C)CC2C)C(C)=O)CC1 (stereo not drawn),2.2%,-0.6%,i,-3.6%,0.2%,-2.6%,i,-1.8%,i,12.6%,-1.0%
CCSC1(SCC)N=C(N)C2(C#N)C(c3ccccc3)NC(C)=CC12C#N (stereo not drawn),0.0%,-0.3%,·,-3.5%,0.0%,9.4%,·,-13.5%,·,-9.6%,-20.7%
O=C(c1c(F)cccc1F)N1CCC(O)(c2cccnc2)CC1,-2.5%,0.8%,i,-0.3%,-0.3%,-3.5%,?,-0.5%,?,-1.3%,8.1%
C[C@@H](NC(=O)c1coc(=O)c(Br)c1)c1ccccc1,·,0.1%,·,·,0.8%,·,·,-3.5%,·,-11.0%,-5.2%
CCOC(=O)c1ccc(COC(=O)CCc2nc3ccccc3[nH]c2=O)o1,5.3%,0.0%,4.26e-08M*,·,-0.5%,9.8%,i,-1.3%,4.17e-08M*,-1.6%,2.0%
C#C[C@@]1(O)CC[C@H]2[C@H]3CCC4=Cc5oncc5C[C@]4(C)[C@@H]3CC[C@@]21C,-1.1%,·,i,·,·,-3.9%,i,·,i,6.7%,·
O=C1CC(c2ccc(O)c(O)c2)Oc2cc(O)cc(O)c21 (stereo not drawn),·,18.6%,·,-2.0%,-1.4%[3.08 µM],·,·,2.8%,·,·,0.9%
Cc1ccc(NC(=O)N2CCC(C(=O)NCC(C)C)CC2)cc1,1.6%,1.2%,i,1.4%,-0.3%,5.5%,?,-0.1%,i,7.4%,0.7%
CCOC(=O)c1cccc(NC(=O)Nc2cc(OC)ccc2OC)c1,0.0%,-2.1%,i,22.0%,-0.2%,6.7%,i,-4.4%,i,?,-3.6%
CCN1CCCC1CNC(=O)CSCc1nc(-c2ccccc2C)oc1C (stereo not drawn),-1.2%,0.0%,i,3.5%,1.5%,-9.7%,i,0.8%,i,6.5%,-0.8%
COc1ccc(Cl)c(Cn2c(NCCCN(C)C)nc3c2c(=O)n(C)c(=O)n3C)c1,2.7%,1.2%,i,-4.0%,-3.4%,6.3%,i,-0.1%,i,2.0%,1.8%
COC(=O)c1c(N)nc(C)n1-c1ccc(OC)cc1,-2.1%,1.0%,i,0.4%,-0.3%,·,?,-1.0%,i,7.3%,-0.6%
Clc1ccc(C2CC(c3cccs3)n3ncnc3N2)cc1Cl (stereo not drawn),·,-0.2%,·,·,-0.9%,-4.1%,·,-0.1%,·,17.5%,-3.5%
O=C1C2C3c4ccccc4C(c4ccccc43)C2C(=O)N1CN1CCOCC1 (stereo not drawn),0.0%,0.0%,i,4.9%,-0.8%,9.5%,i,-0.3%,i,4.9%,0.1%
CC(c1nnc(SCC(=O)Nc2ccc3[nH]c(=O)[nH]c3c2)n1Cc1ccccc1)N(C)C (stereo not drawn),-1.3%,-0.5%,?,8.5%,-0.2%,-4.7%,i,-3.7%,?,-2.8%,-0.6%
CCCn1c(-c2cccs2)nc2ccccc21,1.6%,0.5%,i,-3.8%,-0.6%,5.3%,i,-0.7%,?,?,-2.3%
CC(C)c1cc(C(=O)Nc2ccc3c(c2)OCO3)no1,3.4%,-0.9%,·,·,-2.3%,2.8%,·,1.4%,·,8.1%,-4.5%
# The listing continues:
SMILES,Epigenetic mod,BRCT inh red,4MU fluor,USP2a inh,BRCT PPI green,Ub-GFP proteasome,Fluorescein fluor,Caspase-1 inhib,A350 autofl,HEK293 cAMP ctrl,Caspase-7 inhib
CC(=O)N1CCCc2cc(S(=O)(=O)N3CCN(C4CCCCC4)CC3)ccc21,0.3%,-1.3%,i,-9.5%,-1.8%,5.7%,i,-0.1%,i,10.2%,-0.3%
Cc1cc(NC(=O)C2CCCCC2C(=O)O)no1 (stereo not drawn),-1.3%,-0.7%,i,-2.7%,-1.9%,-3.7%,i,0.1%,i,-7.4%,0.2%
COC(=O)[C@@]1(Cc2ccccc2)[C@H]2c3cc(C(=O)N(C)C)n(Cc4ccccn4)c3C[C@H]2CN1C(=O)c1ccccc1,·,-3.0%,·,·,1.1%,·,·,-4.4%,·,?,-3.6%
COc1ccc(-c2cc(C(F)(F)F)nc(S(C)(=O)=O)n2)cc1OC,1.2%,-0.3%,?,23.3%,0.0%,-5.7%,i,-1.7%,?,-4.2%,-3.6%
COc1nc(Nc2nc3ccccc3c(=O)[nH]2)nc2ccc(C)cc12,1.5%,-3.4%,·,-5.5%[7.66 µM],-3.2%,-4.5%[9.17 µM],·,-0.7%,·,7.5%[11.4 µM],-0.1%
CCc1cc2c3c(c(=O)oc2cc1OC)CCCC3,-3.2%,-1.2%,1.24e-08M*,1.1%,0.7%,1.0%,i,1.9%,1.42e-08M*,?,-2.1%
Cc1cc2ncc(C(=O)Nc3ccccc3)c(C)n2n1,1.6%,-0.3%,i,-1.2%,-0.3%,-1.7%,i,0.7%,i,0.9%,-3.1%
CCn1c(SCC(=O)c2ccc(Cl)s2)nnc1-c1cccs1,0.3%,-0.3%,i,27.2%,1.9%,-2.9%,?,0.6%,i,39.9%,-3.1%
CC(CCc1ccccc1)NC(=O)CSc1nc(N)cc(N)n1 (stereo not drawn),-1.3%,1.0%,i,12.7%,-3.3%,2.7%,?,-1.9%,i,10.2%,-1.0%
COc1cccc(OC)c1-c1nnc(-c2cn(C)c3ccccc23)o1,2.6%,-4.9%,4.39e-08M*,6.5%,-4.0%,-5.9%,i,0.2%,3.96e-08M*,20µM*,-0.1%
O=C(CCn1c(=O)oc2ccccc21)NCc1ccc2c(c1)OCO2,·,-3.0%,·,·,-1.1%,11.1%,·,-1.7%,·,3.9%,3.9%
Cc1ccc(S(=O)(=O)N2CCN(S(=O)(=O)N(C)C)CC2)cc1,-2.9%,-2.4%,i,-5.1%,-0.6%,-11.1%,i,-0.9%,i,0.9%,0.5%
COc1ccc(C2N3CC4(C)CN2CC(C)(C3)C4O)cc1 (stereo not drawn),4.7%,-1.4%,·,·,0.1%,-3.1%,·,-4.7%,·,4.0%,0.6%
Cc1noc(C)c1C(=O)N1CCC2(CCCN(C(c3ccccc3)c3ccccc3)C2)CC1,4.5%[9.22 µM],-0.2%,i,?,-0.7%,0.1%,?,-3.9%,i,?,-1.6%
CCCCNC(=O)OC(C)CNC(=O)Oc1cccc(C)c1 (stereo not drawn),·,0.9%,·,·,-0.1%,·,·,-1.5%,·,15.6%,0.5%
COc1cc(-c2c(C#N)c(N)nc3c2CCCC3)ccc1O,-0.3%,-0.7%,7.89e-08M*,-28.6%,1.8%,-1.3%,i,-3.5%,6.32e-08M*,26.1%,-2.7%
CCNC(=O)c1sc(=S)n(CC)c1N,-1.0%,0.2%,i,3.3%,-0.9%,9.9%,i,-0.8%,i,3.3%,-1.9%
Cc1cccn2cc(-c3ccccc3)nc12,-5.1%,1.1%,i,-5.2%,-0.2%,11.1%,i,-2.4%,?,?,-1.9%
COc1ccc(N2CCN(C(CNS(=O)(=O)c3cc(F)ccc3F)c3cccnc3)CC2)cc1 (stereo not drawn),-1.4%,0.7%,i,27.6%,-0.9%,-3.5%,i,-3.3%,i,-4.2%,-1.8%
Cc1cccc(C)c1OCCCCc1c(C)n[nH]c1C,2.0%,-1.1%,i,8.0%,-1.2%,2.8%,?,-1.5%,i,3.2%,-0.3%

# Compound activity: PubChem BioAssay, National Center for Advancing Translational Sciences (NCATS)

# These rows are one share of the data; rates above refer to the full screens.
